TDP1 cell CPT: growth inhibition of DT40 Tdp1-/-;hTDP1 cells with camptothecin (screen for TDP1 inhibitors); chicken DT40 Tdp1-/-;hTDP1 cells + 20 nM CPT, ATP luminescence, 48 h; Potency, µM (highest dose often 46.2 µM), for the others: at the highest dose activity change, negative = growth inhibition, actives largely listed as inhibitors; 420,000 compounds, 12% hits; AID 686979; also: nearly all actives have a fitted effect of over 55% in size
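Chicken DT40 Tdp1-/- cells complemented with human TDP1, 400 cells/well, exposed to compounds plus 20 nM camptothecin for at least 48 h at 37 C; viability read as ATP content by CellTiter-Glo luminescence.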
TDP1 inh: inhibitors of human tyrosyl-DNA phosphodiesterase TDP1; 350,000 compounds, 0.28% hits; Q9NUW8; recombinant TDP1, AlphaScreen DNA substrate cleavage; Potency, µM (top dose mostly 130 µM), without a hit: at the top dose activity change, negative = inhibition, hits mostly inhibitors; also: nearly all actives have a fitted effect of over 40% in size
Target sequence (Q9NUW8 whole entry, looked up): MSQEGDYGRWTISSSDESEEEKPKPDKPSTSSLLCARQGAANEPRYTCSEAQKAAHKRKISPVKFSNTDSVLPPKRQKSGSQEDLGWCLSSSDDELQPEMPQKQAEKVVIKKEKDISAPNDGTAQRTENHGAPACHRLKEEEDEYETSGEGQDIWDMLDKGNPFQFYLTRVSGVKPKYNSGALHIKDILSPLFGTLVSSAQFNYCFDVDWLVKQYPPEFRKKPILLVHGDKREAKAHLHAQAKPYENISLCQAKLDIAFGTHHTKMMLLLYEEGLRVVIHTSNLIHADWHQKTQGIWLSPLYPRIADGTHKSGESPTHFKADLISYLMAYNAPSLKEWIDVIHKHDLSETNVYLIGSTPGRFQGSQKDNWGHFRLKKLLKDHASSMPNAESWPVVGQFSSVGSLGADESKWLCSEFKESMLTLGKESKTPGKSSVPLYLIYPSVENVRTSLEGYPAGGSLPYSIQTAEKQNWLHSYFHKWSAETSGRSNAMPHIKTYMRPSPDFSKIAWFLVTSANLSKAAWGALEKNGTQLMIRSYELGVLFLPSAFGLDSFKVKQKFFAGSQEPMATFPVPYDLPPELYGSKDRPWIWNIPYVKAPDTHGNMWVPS
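AlphaScreen read-out: signal falls as enzyme removes the 3' tyrosine-FITC from a 5'-biotinylated DNA oligo (15 nM, 5 min, RT). Enzyme was E. coli-made recombinant Tdp1 at 1 nM, exposed to compound for 15 min beforehand; beads 10 ug/ml, 10 min.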
DT40 TDP1 no CPT: qHTS for Inhibitors of human tyrosyl-DNA phosphodiesterase 1 (TDP1): qHTS in cells in absence of CPT | Potency, µM (highest dose often 46.2 µM), inactives show top-dose activity change, negative = growth inhibition, most hits filed as inhibitors | DT40 Tdp1-/- hTDP1 cells, no CPT, ATP luminescence, 48 h | 420,000 compounds, 15% hits; also: nearly all actives have a fitted effect of over 55% in size
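Chicken DT40 Tdp1-/- cells complemented with human TDP1, screened without camptothecin (DMSO vehicle only), 400 cells/well. Compounds pin-transferred, cells incubated at 37 °C for at least 48 hr. Growth read as ATP-dependent luminescence (CellTiter-Glo, 30 min at RT).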
* hit, by the source's call; ? = inconclusive; . = no result given; [ ] = another dose, or the depositor's remark. Calls follow the shape of the dose curve; as a rule, active = well fitted curve in the direction sought with a large enough effect; inconclusive = small, poorly fitted or top-dose-only effect, or another doubt; inactive = no such curve, though single readings can be large; an effect the other way counts as inactive or inconclusive. % is scaled to controls: 0 for no effect and ±100 for the full control effect; potency is read from the fitted curve at half-maximal effect.

molecule | DT40 TDP1 no CPT | TDP1 inh | TDP1 cell CPT
O=C(CCS(=O)(=O)c1ccc(F)cc1)N1CCOCC1 | 23% | . | 4%
Cc1ccccc1-c1cc2nc(NCc3cccnc3)n(C)c(=O)c2s1 | ? | . | ?
COc1ccc2oc(=N)c(C(=O)Nc3ccc(C)cc3)cc2c1 | ? | . | ?
CSc1ccccc1OCc1cc(C(=O)N2CCNC(=O)C2)no1 | -24% | 13% | -20%
c1ccc(N2CCN(c3nc4ccccc4n4nnnc34)CC2)cc1 | ? | -5% | ?
COC(=O)CCc1sc(NC2CCCCC2)nc1-c1ccc(OC)cc1 | 18µM* | -1% | 21µM*
CN(C(=O)c1cccc(NC(=O)Cc2ccc(NC(=O)C3CCCN(S(=O)(=O)c4cccc([N+](=O)[O-])c4)C3)cc2)c1)C1CCC1 (stereo not given) | ? | . | ?
COc1ccccc1C(=O)NCCC(=O)NC1CCCC(C)C1C (stereo not given) | -19% | 11% | -22%
COc1cccc(-c2csc(N3CCN(C(=S)Nc4cccc(Cl)c4)CC3)n2)c1 | -25% | 2% | -15%
O=C(Oc1ccc(C(=S)N2CCOCC2)cc1Cl)c1ccccc1F | -23% | . | -10%
CC(=O)N/C(=C\c1ccccc1)C(=O)OCC(=O)Nc1ccc(C)c(S(=O)(=O)N(C)C)c1 | 6% | 0% | -21%
O=C(C=Cc1cccnc1)c1ccccc1 | 5.8µM* | . | 5.8µM*
CCCN(CCC)C(=O)Cn1c(SCc2cccc(F)c2)nc2cccnc21 | ? | 9% | ?
CCOc1ccc2nc(NC(=O)c3cc(=O)c4ccc(C)cc4o3)sc2c1 | -14% | 1% | -8%
CCC(CC)C(=O)Nc1cc([N+](=O)[O-])ccc1Cl | -5% | 2% | 3%
CCCCC(=O)NNC(=S)NC(=O)c1ccc([N+](=O)[O-])cc1 | 29µM* | 4% | ?
CN(CCOc1ccccc1)c1ccc(S(=O)(=O)N2CCCCC2)cn1 | 21µM* | -5% | ?
O=C(Nc1c(-c2ccccc2)nc2ccccn12)c1cccs1 | -16% | 3% | 0%
CCC(C)NC(=O)c1cnn(-c2cccc(F)c2)c1-n1cccc1 (stereo not given) | 16µM* | 5% | 21µM*
CCCC(C)NC(=O)CN1C(=O)c2cccc3cccc1c23 (stereo not given) | -17% | . | -6%

Next section:
molecule | DT40 TDP1 no CPT | TDP1 inh | TDP1 cell CPT
CC12CCC(=O)N1C(C(=O)Nc1ccc(S(=O)(=O)N3CCCCC3)cc1)CS2 (stereo not given) | -4% | . | -13%
COc1ccc(Br)c(OC)c1C(=O)NC(=O)Nc1c(F)cccc1F | -3% | . | 0%
Cc1ccc(S(=O)(=O)N2CCN(C(=O)COc3ccc(Br)cc3)CC2)cc1 | ? | 0% | ?
COc1ccc2nc3c(cc2c1)c(NC(=O)C1CCCO1)nn3CC(C)C (stereo not given) | ? | -1% | -13%
CN(CC(=O)Nc1ccccc1Br)C(=O)c1cccn1C | -13% | 3% | -19%
COc1ccc(C2(CCN=Cc3ccc(N(C)C)cc3)CCOC(C)(C)C2)cc1 (stereo not given) | -13% | 12% | 2%
O=C(NCC(=O)N(c1cccc(F)c1)C(C(=O)NC1CCCC1)c1ccncc1)c1cccs1 (stereo not given) | 1% | -14% | -3%
N#CC1C(=O)NC(=O)C(C#N)C12CCCC(C(F)(F)F)C2 (stereo not given) | 3% | . | -11%
Cc1ccc(NC(=O)C2CCCN(S(=O)(=O)c3cccnc3)C2)cc1C (stereo not given) | ? | 1% | ?
CCC(C)(C)NC(=O)C(c1ccc(OC)cc1)N(C(=O)CCC(=O)Nc1cc(C)on1)c1ccc(F)cc1 (stereo not given) | ? | 4% | -20%
Cc1ccc(C)c(N2CCN(C(=O)c3ccc4nc(N5CCOCC5)sc4c3)CC2)c1 | 13µM* | 5% | ?
CCOc1ccc(-c2csc3ncn(-c4ccc(OC)cc4)c(=O)c23)cc1 | 16µM* | -1% | ?
Cc1cccc(OCc2nc(-c3cccnc3)no2)c1 | -21% | 0% | -3%
CCCCOCCCNC(=O)Cc1cccs1 | -8% | 3% | -5%
COc1cc2cc(C(c3nnnn3C3CCCC3)N3CCc4ccccc43)c(=O)[nH]c2cc1OC (stereo not given) | ? | 8% | ?
C/C(=N\O)C(C)(C)Nc1cccc(F)c1 | 7% | . | 0%
COc1ccccc1C(=O)NCCC(=O)NCC1CCCCC1 | -17% | -4% | -28%
Cc1ccc(/C=C/c2onc(C)c2S(=O)(=O)N2CCC(C(=O)NC(C)(C)C)CC2)cc1 | ? | . | ?
COc1cc([N+](=O)[O-])c2nccnc2c1 | -5% | -2% | -4%
CCNC(=S)N(Cc1c(C)noc1C)c1ccccc1 | -17% | 3% | -1%

Carrying on.
molecule | DT40 TDP1 no CPT | TDP1 inh | TDP1 cell CPT
Cc1n(CC(O)COCc2ccccc2)c2ccccc2[n+]1C (stereo not given) | -24% | 5% | -3%
O=C(/C=C(/c1ccc(Cl)cc1)n1cncn1)c1ccccc1 | ? | 3% | ?
Cc1sc2c(c1C)c(=O)n(-c1ccc(Cl)cc1)c(=O)n2Cc1c(F)cccc1Cl | -1% | 9% | -28%
CCOc1ccc(C2C=C(c3cccc(OC)c3)Nc3nnnn32)cc1 (stereo not given) | ? | 7% | ?
Cc1nnc(SCC(=O)Nc2cc(C(C)(C)C)nn2-c2ccccc2)s1 | -28% | 5% | -10%
Cc1ccc2c(CN3CCOCC3)cc(=O)oc2c1 | 2% | 3% | 2%
CCOC(=O)c1c(C)[nH]c(C)c1C(=O)COC(=O)C1CC(=O)N(CCc2ccccc2)C1 (stereo not given) | -1% | -10% | 3%
COc1ccc(-n2c(=O)c(-c3ccc(Cl)cc3)nc3cncnc32)cc1 | -4% | . | 7%
C=CCCC(=O)N1CCC(n2nccc2NC(=O)c2ccccc2C)CC1 | -1% | 1% | -8%
CC1CCCC(C)N1C(=O)COC(=O)c1c[nH]c2ccccc12 (stereo not given) | 3.3µM* | 1% | -8%
CCOc1ccccc1NC(=O)c1c(NC(=O)c2cccc(C)c2)sc2c1CCC2 | -26% | 1%[12.3 µM] | ?
O=S(=O)(NC(=NCc1ccccc1)c1ccccc1)c1ccc(Br)cc1 | -24% | 3% | -1%
CCOc1ccc(N2CC(C(=O)NC3CCCC3)CC2=O)cc1 (stereo not given) | -1% | 5%[0.0935 µM] | -18%
O=C(NCc1nnc2n1CCCCC2)c1ccc(Cl)cc1Cl | -11% | 1% | -18%
COCc1nc2ccccc2n1Cc1ccc(C(C)(C)C)cc1 | 26µM* | -2% | 21µM*
Cc1ccc(-c2nc3n(n2)C(=O)CC(c2ccc(Cl)cc2)S3)cc1 (stereo not given) | -22% | . | -26%
CCc1nc2c(OCCOc3ccc(F)cc3)cccn2c1N(C)C(=O)c1ccc(C)cc1 | 15µM* | . | ?
CCCCCCCCCC[n+]1ccc(/C=C/c2ccc(N(C)C)cc2)c2ccccc21 | 0.32µM* | . | 0.35µM*
Cc1ccc(C)c(NC(=O)C(CC(=O)O)C2CCCO2)c1 (stereo not given) | 0% | . | -6%
NC(=O)c1ccsc1NC(=O)c1ccc(S(=O)(=O)N2CCCC2)cc1 | ? | 5% | ?

Copied from the list.
TDP1 inh, `O=C(NCC(=O)N(c1cccc(F)c1)C(C(=O)NC1CCCC1)c1ccncc1)c1cccs1` (stereo not given) stands at -14%
TDP1 inh, `Cc1ccc(NC(=O)C2CCCN(S(=O)(=O)c3cccnc3)C2)cc1C` (stereo not given) stands at 1%
DT40 TDP1 no CPT, `CCOC(=O)c1c(C)[nH]c(C)c1C(=O)COC(=O)C1CC(=O)N(CCc2ccccc2)C1` (stereo not given) stands at -1%
TDP1 cell CPT, `COc1ccc(-n2c(=O)c(-c3ccc(Cl)cc3)nc3cncnc32)cc1` stands at 7%
TDP1 inh, `O=C(/C=C(/c1ccc(Cl)cc1)n1cncn1)c1ccccc1` stands at 3%

Next compounds.
molecule | DT40 TDP1 no CPT | TDP1 inh | TDP1 cell CPT
Cc1ccccc1-c1nc2sc3c(c2c(=O)o1)CCC3 | -5% | 0% | -19%
Cc1ccsc1C(=CCCN1CCC[C@@H](C(=O)O)C1)c1sccc1C | ? | 4% | ?
CN(C)CCN1C(=O)c2ccccc2C1=O | -12% | 0% | 0%
CC(C)(C)c1ccccc1N=Cc1ccc2ccccc2n1 | -28% | 0% | ?
O=C(COC(=O)/C=C/c1cccc(Br)c1)NCc1cccs1 | -6% | 0% | -16%
Fc1ccc(N2CCN(Cc3cnc(Cl)s3)CC2)cc1 | -29% | -11% | -20%
COc1ccc(C2OCC(C)([N+](=O)[O-])CO2)cc1 (stereo not given) | 7% | . | 13%
CC(=O)Nc1cccc(-c2ccnc3c2CC(C(=O)NCC2CCOCC2)O3)c1 (stereo not given) | 2.3µM* | . | 2.6µM*
CCN1CCn2c3c(c4cc(Br)ccc42)CCCC31 (stereo not given) | ? | . | ?
Cc1cc(C)cc(NCc2cc3c(cc2[N+](=O)[O-])OCO3)c1 | ? | 12% | ?
COc1ccc(/C=N/NC(=O)CC(=O)NC2CCCCC2)cc1 | -5% | 6% | 3%
Cc1ccc(Nc2nc(C)c(CCC(C)C)c(=O)[nH]2)cc1 | 18µM* | 5% | ?
Cc1cc(C(=O)N/N=C/c2cccs2)no1 | ? | 3% | ?
COc1ccc(C2CC(c3ccccc3)=NN2C(=O)COC(=O)c2cc(S(=O)(=O)N3CCOCC3)ccc2F)cc1 (stereo not given) | -28% | 0% | -16%
Cc1cccn2c(=O)c(/C=C(\C#N)C(=O)NCc3ccccc3)c(N3CCC(C(N)=O)CC3)nc12 | -27% | -1% | 15%
CS(=O)(=O)c1ccc2nc(NC3(C(F)(F)F)N=C4SCCN4C3=O)sc2c1 (stereo not given) | -9% | 7% | ?
Cc1cc(Cl)ccc1Oc1cccc(C(=O)/C(C#N)=C/N(C)C)c1 | -8% | 5% | 4%
CCCN1C(=O)c2[nH]nc(-c3ccccc3)c2C1c1cccc(O)c1 (stereo not given) | 23µM* | -9% | 18µM*
CCCCCNC(=O)C1c2ccccc2Oc2ccccc21 | -21% | . | -7%
COc1ccc(S(=O)(=O)Nc2ccccc2C(=O)NCc2cccnc2)cc1C | -1% | 8%[0.0935 µM] | 15%

(cont.)
molecule | DT40 TDP1 no CPT | TDP1 inh | TDP1 cell CPT
Cc1nc2ccccn2c(=O)c1NC(=O)c1cccs1 | 1% | 1% | 3%
CCN1C[C@@H]2[C@@H]3C(=O)N(Cc4ccccc4)C(=O)[C@@H]3[C@](C)(C1=O)N2C(=O)c1ccc(Cl)cc1 | -4% | . | -7%
CC1(C)CC(=O)C2=C(C1)N(Cc1cccnc1)C(=O)C2(NC(=O)c1cccnc1)C(F)(F)F (stereo not given) | -17% | -4% | -1%
Cc1cccc2sc(NNC(=O)c3ccc(S(=O)(=O)N4CCc5ccccc5C4)cc3)nc12 | 2.3µM* | 4% | 2.6µM*
COc1ccc(CN(C(=S)Nc2ccccc2)C2CC(=O)N(c3ccc(F)cc3)C2=O)cc1 (stereo not given) | ? | -1% | ?
Cc1cc(C)nc(NS(=O)(=O)c2ccc(NC(=O)C3CC(=O)N(c4ccccc4)C3)cc2)n1 (stereo not given) | -6% | 2% | 3%
CC(C)(C)c1nc(CN2CCOCC2)ccc1O | -17% | 0% | -11%
CC(NC(=O)NCC1CCCO1)(C(F)(F)F)C(F)(F)F (stereo not given) | 1% | 0% | -3%
COc1ccc(/C=N/NC(=O)c2cccc([N+](=O)[O-])c2)cc1O | ? | -2% | -29%
Cc1cc(NC(=O)CCCC(=O)NCc2cccs2)no1 | -10% | 0% | -26%
COc1ccc(C(C)=O)cc1CON=C1CSCc2ccccc21 | ? | . | -7%
Cn1c(N)c(C(=O)COC(=O)CSc2ccccc2)c(=O)n(C)c1=O | -16% | 0% | 1%
Cc1ccc(CNS(=O)(=O)c2cc3c(cc2C)NC(=O)CO3)cc1 | ? | -1% | ?
Cc1ccc(C(=O)CSc2nnc(-c3ccncc3)n2C)cc1 | -13% | 5% | 5%
CSc1ccccc1NC(=O)COC(=O)CCc1ccccc1 | -10% | 6% | 24%
COc1ccc(-c2cc(CNS(=O)(=O)c3ccc(F)cc3)on2)cc1 | ? | 4% | 6%
Cc1ccccc1Nc1cc(C(=O)NC2CCCC2)c2ccccc2n1 | -19% | 2% | -26%
CCCCN1C(=O)C(NC(=O)C2CC2)(C(F)(F)F)C2=C1CC(C)(C)CC2=O (stereo not given) | 1% | 5% | -1%
Cc1cc2n(n1)CCCN2C(=O)Nc1ccc(C)c(Cl)c1 | -21% | 0% | -3%

Part of the list above, with values under each structure.
The line under a structure holds: DT40 TDP1 no CPT, TDP1 inh, TDP1 cell CPT
> CCCC(C)NC(=O)CN1C(=O)c2cccc3cccc1c23 (stereo not given)
→ -17%, ., -6%
> CCOc1ccc(-c2csc3ncn(-c4ccc(OC)cc4)c(=O)c23)cc1
→ 16µM*, -1%, ?

Source: PubChem (National Center for Advancing Translational Sciences (NCATS))
